Tau FP inhib = tau fibrillization inhibition (FP). K18 P301L tau heparin fibrillization, Alexa594 FP, 6 h. Potency, µM (titrated, usually from 57.7 µM), for inactives: at the highest dose activity, negative = inhibition, most hits filed as inhibitors. 280,000 tested, 0.39% active; further: on the % scale 0 is the no-effect control and ±100 the full control effect; nearly all actives have a fitted effect of over 55% in size
Target sequence (P10636 561-689 P618L limits assumed): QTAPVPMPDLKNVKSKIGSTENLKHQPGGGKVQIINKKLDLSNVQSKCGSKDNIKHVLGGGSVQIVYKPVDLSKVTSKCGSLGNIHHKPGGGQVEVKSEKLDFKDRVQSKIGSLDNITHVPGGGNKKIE
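Quantitative HTS format: compounds meet 15 uM recombinant K18 P301L tau and Alexa 594-tau tracer in 100 mM sodium acetate pH 7; 20 uM heparin triggers fibrillization at 37 C over 6 hr; FP gives the signal.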
L3MBTL1 inh = inhibitors of human L3MBTL1; AID 485360; AlphaScreen L3MBTL1–H3K9me1 peptide binding; 230,000 tested, 0.66% active; Q9Y468; Potency, µM (titrated, usually from 57.1 µM), without a hit: top-dose activity, negative = inhibition, most hits filed as inhibitors; further: on the % scale 0 is the no-effect control and ±100 the full control effect; nearly all actives have a fitted effect of over 60% in size
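Displacement of a biotinylated histone H3(1-15) peptide monomethylated at Lys9 (75 nM) from L3MBTL1 (50 nM) was measured by AlphaScreen after a 30 min room-temperature compound incubation; cefsulodin titration served as intraplate control.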
TexasRed fluor = counter-screen for TRb-SRC2 inhibitors: fluorescence interference. TRb/SRC2 Texas Red total fluorescence interference. Potency, µM (series often up to 106 µM), for the others: at the top dose fluorescence change, negative = quenching. 280,000 tested, 0.29% active. AID 1479; active means well fitted curve in either direction with a large enough effect; inconclusive means small, poorly fitted or top-dose-only effect; further: on the % scale 0 is the no-effect control and ±100 the full control effect
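Human TRβ ligand-binding domain (0.6 uM) and Texas Red SRC2 peptide (20 nM) in Tris buffer with 1 uM T3 and 5% DMSO were incubated with pinned compound for 5 hr at ambient temperature. Total fluorescence was computed as S + 2P (555/632 nm).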
HTT cytoprotect = protects HTT-Q103 PC12 cells, measured by ATP | PC12 HTT-Q103 induced, cytoprotection, ATP luminescence, 40 h | Potency, µM (doses to about 56.4 µM), inactives show cytoprotection (ATP increase), hits mostly activators | 230,000 tested, 0.14% active;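 further: % of control where 0% means no effect; nearly all actives have a fitted effect of over 45% in size; toxic huntingtin expression switched on by the ecdysone agonist tebufenozide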
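Quantitative HTS on tebufenozide-induced (100 nM) PC12 cells expressing HTTQ103 exon 1–GFP; compounds tested as a concentration series; survival measured via cellular ATP.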
Tau ThT inhib = blocks human tau fibril formation measured by thioflavin T. P10636. recombinant tau K18 P301L, heparin-induced fibrillization, ThT fluorescence. Potency, µM (top dose mostly 57.4 µM), for the others: at the top dose activity, negative = inhibition, hits mostly inhibitors. 270,000 tested, 2.1% active. AID 1460; further: on the % scale 0 is the no-effect control and ±100 the full control effect; nearly all actives have a fitted effect of over 55% in size
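Recombinant human tau K18 fragment […] carrying P301L, 15 uM unlabeled plus 0.24 uM Alexa 594-labeled, was fibrillized with 20 uM heparin in 100 mM sodium acetate pH 7 for 6 hr at 37 C; 30 uM ThT fluorescence read after 1 hr.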
RECQ1 helicase = RECQ1 (human) helicase inhibition; P46063; RECQ1 DNA unwinding, red fluorescence kinetic read; Potency, µM (highest dose often 57.3 µM), without a hit: top-dose activity, negative = inhibition, hits mostly inhibitors; 240,000 tested, 0.54% active;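 further: plate controls were vehicle for no effect and no enzyme for full effect; nearly all actives have a fitted effect of over 30% in size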
Target sequence (P46063 whole entry, looked up): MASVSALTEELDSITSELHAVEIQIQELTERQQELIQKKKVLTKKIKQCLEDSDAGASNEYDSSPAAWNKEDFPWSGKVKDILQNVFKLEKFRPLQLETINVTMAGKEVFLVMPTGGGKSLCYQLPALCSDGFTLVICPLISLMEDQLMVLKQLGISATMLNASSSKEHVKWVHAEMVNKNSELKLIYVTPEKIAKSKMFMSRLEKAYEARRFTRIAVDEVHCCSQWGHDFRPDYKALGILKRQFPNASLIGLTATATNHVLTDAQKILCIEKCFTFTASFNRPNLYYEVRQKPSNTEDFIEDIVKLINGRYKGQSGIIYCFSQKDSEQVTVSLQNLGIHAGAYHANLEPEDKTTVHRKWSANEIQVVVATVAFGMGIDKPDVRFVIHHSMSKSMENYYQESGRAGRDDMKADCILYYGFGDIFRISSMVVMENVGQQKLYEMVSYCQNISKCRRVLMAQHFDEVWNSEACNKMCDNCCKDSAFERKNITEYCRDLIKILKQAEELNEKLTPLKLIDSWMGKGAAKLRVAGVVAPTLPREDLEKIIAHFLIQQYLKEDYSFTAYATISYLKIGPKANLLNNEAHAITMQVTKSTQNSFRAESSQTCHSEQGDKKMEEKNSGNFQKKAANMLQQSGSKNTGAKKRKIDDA
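50 nM RECQ1T1 preincubated 15 min with compound in Tris pH 8.0 buffer with MgCl2, DTT, Tween-20 and 2.5 ug/ml poly(dI-dC); started with 200 nM TAMRA/BHQ-2 forked duplex and 2 mM ATP. Unwinding read as fluorescence (525/598 nm), two reads 2 h apart.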
TRb SRC2 PPI = inhibitors of human thyroid hormone receptor beta-SRC2 interaction; TRbeta-SRC2 peptide binding, fluorescence polarization; receptor liganded with 1 µM T3; P10828; Potency, µM (doses to about 106 µM), for inactives: at the highest dose activity change, negative = inhibition, hits mostly inhibitors; 280,000 tested, 0.065% active;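 further: plate controls were bound peptide for no effect and peptide without receptor for full effect; nearly all actives have a fitted effect of over 50% in size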
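TRb LBD 0.6 uM + Texas Red SRC2 peptide 20 nM, 1 uM T3, Tris buffer w/ 5% DMSO; compound pinned, 5 h RT; FP read ex 555/em 632; normalized to unbound and bound controls.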
Tau fluor cs = counter-screen for tau fibril formation inhibitors | tau K18 P301L (four-repeat tau fragment) Alexa594 fluorescence, heparin fibrillization | 280,000 tested, 0.93% active | Potency, µM (titrated, usually from 57.7 µM), inactives show top-dose activity change, negative = decrease; further: on the % scale 0 is the no-effect control and ±100 the full control effect; nearly all actives have a fitted effect of over 55% in size
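Human K18 P301L tau (15 uM unlabeled plus 0.24 uM Alexa 594-labeled, final) in 100 mM sodium acetate pH 7 was mixed with compound and 20 uM heparin and incubated 6 hr at 37 C.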
* hit, by the source's call; i = inactive; ? = inconclusive; · = not tested or not shown; & = joins results of further samples; [ ] = remark or other dose. Unless noted, the call rests on the fitted dose curve; in most records, active means well fitted curve in the direction sought with a large enough effect; inconclusive means small, poorly fitted or top-dose-only effect, or another doubt; inactive means no such curve, though single readings can be large; an effect the other way counts as inactive or inconclusive. Potency means the concentration at half of the fitted maximal effect.

SMILES	Tau FP inhib	L3MBTL1 inh	TexasRed fluor	HTT cytoprotect	Tau ThT inhib	RECQ1 helicase	TRb SRC2 PPI	Tau fluor cs
CCOC(=O)N1CCN(C(=O)Cn2ccc3c(OC)cccc3c2=O)CC1	2%	-1%	1%	8%[10 µM]	15%	17%	0%	14%
COc1ccc(C)cc1NC(=O)C(OC(=O)CNC(=O)c1ccc(Br)cc1)c1ccccc1 (configuration not stated)	-16%	3%	-1%[53 µM]	4%[10 µM]	12%	-5%	1%[53 µM]	-18%
CC(C)C(=O)Nc1ccc([N+](=O)[O-])c(C(F)(F)F)c1	-13%&-10%&-1%	13%	0%	?	-5%&-5%&-1%	-10%	2%	-25%&-21%&-2%
Cc1ccc2c(c1)cc(C(=O)NCc1ccccc1C)n2C	-4%	·	-1%	·	-2%	·	-2%	-6%
Cc1ccc(C)n1-c1cccc(C(=O)O)c1	?	1.8µM*	-11%	13%[1.9 µM]	?	?	-8%	-13%
CC1Cc2ccccc2N1C(=O)Cn1c(=O)cc(O)c2ccccc21 (configuration not stated)	-1%	-5%	0%	-30%	-6%	-5%	0%	-5%
CCCCn1c(CNC(=O)CCC)nc2ccccc21	-7%	5%	0%	-1%	-14%	-1%	1%	-7%
CCN(CC)S(=O)(=O)c1cccc(C(=O)OCC(=O)NC(C)c2ccccc2)c1 (configuration not stated)	-8%	-1%	-3%	14%	-8%	-5%	-3%	-14%
COc1cc(/C=C2\CCOC2=O)cc(OC)c1OC	-7%	-18%	0%	-8%[10 µM]	-8%	-2%	4%	-14%
CCOC(=O)c1c(=O)n(O)c2ccc(OC)cc2[n+]1[O-]	3%	·	-4%	-5%	-16%	-7%	-4%	-5%
CCn1c(CNc2ccc(F)cc2)nnc1SCC(=O)OC1CCCCC1	3%	-4%	-7%	-5%	3%	-7%	0%	-5%
CCN(CC)C(=O)CS(=O)(=O)CC(=O)Nc1cc(OCCOC)c(Cl)cc1Cl	-3%	6%	2%	4%[10 µM]	0%	i	-8%	7%
COc1ccc(NC(=O)C2CCCN(c3c4c(nc5ncnn35)CCC4)C2)cc1 (configuration not stated)	0%	4%	-8%	-22%[10 µM]	8%	i	6%	11%
COc1c2c(nc3ccccc13)O[C@H]([C@@](C)(O)CO)C2	·	·	0%[53 µM]	3%[40.3 µM]	·	i	-2%[53 µM]	·
O=C(CCC(=O)c1ccc(F)cc1)Nc1ccc(Cl)cc1	-2%	·	-2%	·	-3%	·	-5%	-8%
CC(C)(C)N/N=C/c1cc(Cl)cc([N+](=O)[O-])c1O	5%	5%	0%	-9%[10 µM]	-4%	-8%	-3%	-8%
Cc1cccc(NC(=O)CCCCCN2C(=O)c3ccccc3C2=O)n1	3%	-11%	0%	-6%[0.074 µM]	7%	7%	-9%	9%
CCn1c(=O)c2cc(C(=O)NCCc3cc(OC)ccc3OC)sc2c2ccccc21	-5%	·	-3%	·	-6%	·	0%	-14%
Cc1cc(C)cc(NC(=O)NCC2CCN(Cc3cc(C)ccc3C)CC2)c1	3%	·	-2%	·	-12%	·	5%	-27%
Cc1cc(C(=O)CCl)c(C)n1CCc1ccccc1	-1%	-24%	5%	9%[10 µM]	?	-28%	-7%	-12%
CCOc1cccc(C(=O)Nc2ccc(N(CC)CC)cc2)c1	15%	?	-2%	-20%[10 µM]	?	-8%	5%	-28%
Cc1nc(NC(=O)c2ccco2)sc1C(=O)Nc1ccc(Br)cc1	-14%	6%	-2%	-16%[10 µM]	?	i	4%	-27%
COc1cccc(N(C(=O)CNC(=O)c2ccco2)C(C(=O)NC2CCCCC2)c2ccncc2)c1 (configuration not stated)	3%	-1%	-1%	0%[10 µM]	?	0%	-13%	-29%
CC(C)Cn1c(SCC#N)nc2ccccc2c1=O	-3%	8%	3%	3%	-6%	i	-4%	-10%
S=C(Nc1cccc(Cl)c1)NC1CCCCC1	-6%	1%	-5%	-17%	-10%	-7%	1%	-23%
Continuation:
SMILES	Tau FP inhib	L3MBTL1 inh	TexasRed fluor	HTT cytoprotect	Tau ThT inhib	RECQ1 helicase	TRb SRC2 PPI	Tau fluor cs
COC(=O)C(C)n1nc(C)n(-c2ccc(C)cc2)c1=O (configuration not stated)	8%	-3%	-6%	-10%[10 µM]	-6%	-2%	-5%	4%
C[N+](C)(CCCOc1ccccc1)c1ccccc1	·	·	0%[53 µM]	-12%[40.3 µM]	·	-4%[25.9 µM]	6%[53 µM]	·
Oc1ccc(-c2nnc(-c3ccc(O)cc3)nn2)cc1	5%	-8%	-5%	-80%[inhibitor]	?	-3%	-7%	-25%
O=C(O)c1ccccc1NCc1ccco1	0%	-2%	3%	16%[10 µM]	1%	i	-4%	9%
Nc1ccc(Cl)c(-c2nc3ncccc3o2)c1	8%	1%	-4%	-10%	-14%	-4%	-5%	-10%
COc1ccc(OC)c(CNc2ccc(F)c(Cl)c2)c1	15%	·	-6%	-10%	-18%	i	-8%	?
Cc1cccc(N(CC(=O)Nc2cccnc2)S(C)(=O)=O)c1	0%	·	-1%	34%[10 µM]	·	-10%	3%	-20%
COc1ccccc1C(OC(=O)c1cccs1)C(=O)NCC1CCCO1 (configuration not stated)	5%	-3%	-4%	-14%	-9%	?	-6%	-6%
CCOC(=O)c1ccc(CS(=O)c2ccc(Cl)cc2)o1 (configuration not stated)	-10%	-1%	-2%	9%[0.074 µM]	-8%	22%	9%	-8%
CCC(C)(C)NC(=O)C(c1ccccc1F)N(C(=O)c1ccn[nH]1)c1ccccc1 (configuration not stated)	-2%	-12%	-2%	-7%[10 µM]	-1%	-3%	1%	-3%
COc1ccc(Nc2nc3nonc3nc2N2CCCCC2)cc1	0%	-11%	-1%	5%[10 µM]	4%	-9%	-2%	1%
O=C1C2CC=CCC2C(=O)N1c1ccc(NCCc2ccccc2F)c([N+](=O)[O-])c1 (configuration not stated)	-1%	-30%	0%	13%[10 µM]	?	-4%	6%	-26%
CCN(CC)c1ncnnc1-c1ccccc1	-10%	-2%	-3%	·	-1%	-8%	-5%	-2%
Cc1ccc(S(=O)(=O)Nc2ccccc2F)cc1C(=O)NCCCN1CCCC1=O	-6%	-1%	1%	-1%	-6%	-5%	1%	-5%
CCOC(=O)c1ccc(NC(=O)Cn2cc(C(=O)c3ccc(CC)cc3)c(=O)c3ccc(C)nc32)cc1	-6%	·	1%	·	-3%	·	-4%	-19%
CCOC(=O)c1c(C)[nH]c(C(=O)COC(=O)C2CC(=O)N(Cc3ccccc3)C2)c1C (configuration not stated)	-4%	-3%	2%	2%[10 µM]	-18%	-12%	-3%	-14%
CCOc1ccc2nc(Cl)c(C3CC(c4ccccc4)=NN3C(=O)c3ccco3)cc2c1 (configuration not stated)	-5%	0%	-1%[53 µM]	25%[10 µM]	-4%	-3%	2%[53 µM]	-1%
CCCNC(=O)c1c[nH]c2ccc(S(=O)(=O)N(C)c3ccc(OCC)cc3)cc2c1=O	14µM*	-1%	-7%	-16%[10 µM]	-2%	-10%	0%	?
OC(COCc1ccc(Cl)cc1)CN1CCN(CC(O)COCc2ccc(Cl)cc2)CC1 (configuration not stated)	11%	8%	2%	-20%[10 µM]	-1%	-2%	-20%	-1%
CCOc1cc(CNCCc2ccc(S(N)(=O)=O)cc2)ccc1OCC(=O)NC1CCCCC1	-2%	·	0%	-3%	-5%	i	1%	-7%
COc1ccc(C2CC(=O)N3CN(C4CCCCC4)CSC3=C2C#N)cc1 (configuration not stated)	?	·	-1%	·	18µM*	·	3%	-19%
Cc1ccc(C)c(NC(=O)Cn2c(=O)n(Cc3ccco3)c(=O)c3ccc(C(=O)NC4CCCC4)cc32)c1	-11%	·	1%	·	10%	·	-11%	-15%
CCn1c(CN2CCOCC2)nc2cc(NC(=O)c3ccccc3[N+](=O)[O-])ccc21	6%	·	-11%	·	5%	·	-7%	2%
CCCn1c2ccccc2c2cnn(CC(=O)NCCc3ccc(OCC)c(OCC)c3)c(=O)c21	-3%	·	6%	·	-17%	·	-7%	-24%
COc1ccc(CCn2cnc3c([nH]c4ccccc43)c2=O)cc1	-5%	6%	2%	15%[10 µM]	-17%	-8%	-2%	-13%

Compound profiles, from the list above. Screens in order: Tau FP inhib, L3MBTL1 inh, TexasRed fluor, HTT cytoprotect, Tau ThT inhib, RECQ1 helicase, TRb SRC2 PPI, Tau fluor cs
Record of CCC(C)(C)NC(=O)C(c1ccccc1F)N(C(=O)c1ccn[nH]1)c1ccccc1 (configuration not stated) = -2%, -12%, -2%, -7%[10 µM], -1%, -3%, 1%, -3%
Record of Cc1ccc(C)n1-c1cccc(C(=O)O)c1 = ?, 1.8µM*, -11%, 13%[1.9 µM], ?, ?, -8%, -13%
Record of Cc1cccc(NC(=O)CCCCCN2C(=O)c3ccccc3C2=O)n1 = 3%, -11%, 0%, -6%[0.074 µM], 7%, 7%, -9%, 9%

The list goes on.
SMILES	Tau FP inhib	L3MBTL1 inh	TexasRed fluor	HTT cytoprotect	Tau ThT inhib	RECQ1 helicase	TRb SRC2 PPI	Tau fluor cs
COc1ccc(/C(C)=N/NC(=O)C2CC2)cc1	-5%	-3%	0%	21%[10 µM]	-5%	i	4%	-1%
O=C1CC2(CON=C2c2ccc(F)cc2)C(=O)N1c1ccc(F)cc1 (configuration not stated)	-1%	0%	-2%	-11%	-10%	0%	3%	-7%
CCOC(=O)c1cnc(SC)nc1Sc1ccccc1Cl	-9%	·	1%	-2%	?	4%	-13%	-27%
COC(=O)c1ccccc1NC(=O)Cn1c(=O)n(-c2cccc(OC)c2)c(=O)c2c(C)c(C(=O)N(C)C)sc21	-6%	·	3%	·	-5%	·	1%	-2%
O=C(CC1SCCNC1=O)Nc1cc(Cl)cc(Cl)c1 (configuration not stated)	5%	-11%	1%	6%[0.074 µM]	-2%	i	1%	-3%
Cc1ccc(C)c(NC(=O)c2cc(S(=O)(=O)NCc3ccccc3)ccc2F)c1	-3%	·	-2%	·	1%	·	-2%	-9%
CCC(C)[C@H](NC(=O)NCc1ccc(OC)c(OC)c1)C(=O)O (some centres not stated)	0%	3%	-2%	15%[10 µM]	3%	-2%	3%	5%

Assay outcomes deposited in PubChem BioAssay by National Center for Advancing Translational Sciences (NCATS).

This is a subset. The share of hits here may be higher or lower than overall.
